High-throughput results deposited in PubChem by several laboratories.
EBV gp42 inh: Epstein-Barr virus gp42 inhibitors, primary screen, biochemical, uHTS, fluorescence polarization | Glycoprotein 42 (Epstein-Barr virus (strain AG876)), Q1HVG2 | Fluorescence polarization binding assay, mP read-out | inhibition, % (tested at 21.74 µM) | actives 0.42% (n = 220,000); in the data active = inhibition above about 50%
Target sequence (Q1HVG2 whole entry, looked up): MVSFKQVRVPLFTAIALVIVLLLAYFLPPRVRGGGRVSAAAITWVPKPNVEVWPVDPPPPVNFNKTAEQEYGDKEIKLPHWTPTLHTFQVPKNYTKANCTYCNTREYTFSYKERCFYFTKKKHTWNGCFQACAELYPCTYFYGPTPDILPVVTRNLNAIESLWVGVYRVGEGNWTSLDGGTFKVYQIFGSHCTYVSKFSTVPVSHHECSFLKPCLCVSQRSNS
m-calpain inh: inhibitors of pig calpain II, primary screen, biochemical, fluorogenic peptide substrate, 1536-well; actives 0.37% (n = 220,000); inhibition, % at 16 µM; purified calpain II, 30 min; AID 1236, 2008;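 active = inhibition above about 50%, limit read from the data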
PERK inh: block of dimerizer-induced PERK translation repression, primary screen, PERK inhibitor project, CHO PERK-DD cells, SEAP luminescence, HTS; CHO PERK-DD fusion, SEAP luminescence translation reporter; Eukaryotic translation initiation factor 2-alpha kinase 3 (Homo sapiens), Q9NZJ5; inhibition, % at 5.6 µM; actives 0.17% (n = 220,000);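 active = inhibition above the mean inhibition of all tested compounds plus 3 SD, set separately per screening campaign, cut at about 2.9% in these data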;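 also: PERK kinase domain activated by AP20187 dimerizer at 100 nM; 0% = DMSO with dimerizer and 100% = rapamycin at 8.4 µM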
TNF death inh: inhibitors of TNF-alpha triggered necroptosis, primary screen, cell-based, Jurkat FADD-/-, single concentration; actives 0.068% (n = 220,000); activation (protection from cell death), % at 10 µM; Jurkat FADD-/- TNF necroptosis rescue, ATP luminescence, 24 h; 0 = TNF only, 100 = no-TNF cells; AID 463075, 2010;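 active = activation, meaning protection from cell death, of at least 50% relative to plate controls; inactive = activation below 50%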;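 also: necroptosis triggered by 40 ng/mL TNF-alpha added together with compound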
MDM2 E3 inh: MDM2-luciferase reporter signal enhancers, primary screen, MDM2 E3 ligase inhibitor project, cell-based, luminescence, 1536-well; AID 1230, 2008; signal enhancement, % at 5 µM; E3 ubiquitin-protein ligase Mdm2 (Homo sapiens), Q00987; actives 0.11% (n = 210,000); cell-based MDM2 ubiquitination luciferase reporter, 2 h; 0 = plate control, 100 = twice control, blank-subtracted;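 active = signal enhancement of 30% or more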;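 also: luminescence tracks abundance of the self-degrading MDM2-luciferase fusion protein; higher signal means inhibition of MDM2 E3 ligase activity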
Target sequence (Q00987 whole entry, looked up, the tested form may be a part): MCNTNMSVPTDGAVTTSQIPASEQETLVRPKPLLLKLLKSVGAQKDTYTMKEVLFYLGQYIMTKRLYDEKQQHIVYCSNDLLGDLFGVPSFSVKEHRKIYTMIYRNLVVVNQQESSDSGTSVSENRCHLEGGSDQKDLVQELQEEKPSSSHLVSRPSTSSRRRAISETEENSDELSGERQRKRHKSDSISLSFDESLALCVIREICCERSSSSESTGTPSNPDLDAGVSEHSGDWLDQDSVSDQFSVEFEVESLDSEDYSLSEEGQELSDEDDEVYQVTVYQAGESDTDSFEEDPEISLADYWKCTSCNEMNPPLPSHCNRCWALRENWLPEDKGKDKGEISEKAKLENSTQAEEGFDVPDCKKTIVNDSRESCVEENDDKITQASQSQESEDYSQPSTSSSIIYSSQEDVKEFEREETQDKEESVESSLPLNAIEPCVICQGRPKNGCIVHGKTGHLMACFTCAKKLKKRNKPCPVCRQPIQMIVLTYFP
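Test system: stable mammalian line carrying autodegrading MDM2–luciferase fusion reporter; quantity: 2000 cells in each well; times: 4 h cell settling then 2 h compound exposure, 37 °C; detection: luminescence with SteadyLite reagent, 15 min at room temperature; evaluation: percent signal gain over controls, blank-subtracted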
Cl transport mod: KCC2 cotransporter modulators, thallium flux, primary screen, cell-based, HEK293 KCC2, FluoZin-2 fluorescence, MLSMR; Solute carrier family 12 member 5 (Homo sapiens), Q9H2X9; actives 2.2% (n = 190,000); B-score of Tl+ flux slope (higher = more flux/activation; lower = inhibition) at 10 µM; KCC2 cells, thallium flux FluoZin-2 fluorescence;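 active = thallium flux slope and its plate-corrected score both differing from the plate sample mean at a set confidence after two filtering rounds, in either direction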;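 also: slope of fluorescence scaled to starting intensity during 10 to 20 s after thallium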
Rad51 HR inh: human RAD51 strand exchange inhibitors, primary screen, biochemical, fluorescence; DNA repair protein RAD51 homolog 1 (Homo sapiens), Q06609; hRad51 DNA strand exchange, fluorescence dequenching; inhibition, % at 10 µM; actives 0.085% (n = 200,000); AID 1385, 2008;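 active = inhibition above 40% at the single screening dose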;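 also: 0% = DMSO control wells and 100% = blanks with heterologous ssDNA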
Target sequence (Q06609 whole entry, looked up): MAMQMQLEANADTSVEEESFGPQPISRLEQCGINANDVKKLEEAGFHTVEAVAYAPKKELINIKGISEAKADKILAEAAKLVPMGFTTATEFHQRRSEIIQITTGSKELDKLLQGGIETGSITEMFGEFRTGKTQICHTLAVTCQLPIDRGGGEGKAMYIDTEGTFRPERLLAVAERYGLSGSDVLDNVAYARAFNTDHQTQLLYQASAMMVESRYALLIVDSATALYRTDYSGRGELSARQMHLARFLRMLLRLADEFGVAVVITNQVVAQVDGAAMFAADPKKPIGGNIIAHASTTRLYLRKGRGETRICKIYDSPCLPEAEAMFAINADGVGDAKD
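material = hRad51 filaments on single-stranded DNA | reagent = Donor/quencher-labelled 47-bp dsDNA substrate | compound = 10 µM final, single point | schedule = strand-exchange reaction 15 min at room temperature | measured by = fluorescein emission 520 nm, excitation 485 nm | read-out basis = % inhibition versus plate control and blank means | benchmarks = plate controls and plate blanks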
eIF4E-4G inh: eIF4E–eIF4G protein interaction inhibitors, primary screen, biochemical, uHTS, TR-FRET, eIF4GI fragment. TR-FRET eIF4E-eIF4GI(517-606) binding, 2 h. inhibition, % at 21.7 µM. actives 0.37% (n = 220,000). Eukaryotic translation initiation factor 4E (Mus musculus) + Eukaryotic translation …. AID 782, 2007;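 active = inhibition above about 30%, limit read from the data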;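 also: 0% = full FRET control wells and 100% = background wells lacking eIF4GI fragment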
L929 necroptosis: inhibitors of zVAD-triggered necroptosis, primary screen, L929 cells; L929 zVAD necroptosis rescue, ATP luminescence, 24 h; with zVAD 60 µM; viability rescue, % at 10 µM; actives 0.38% (n = 220,000);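 active = activation, scaled between plate controls, above about 75%, limit read from the data; inactive = activation under that limit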;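 also: 0% = zVAD with DMSO and 100% = DMSO alone without zVAD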
Numbers without * were called inactive; . = not tested or not shown; [ ] = dose if it differs, or a comment. Random draw from the library; 3.6% or so of the library scored in one or more.

SMILES	EBV gp42 inh	m-calpain inh	PERK inh	TNF death inh	MDM2 E3 inh	Cl transport mod	Rad51 HR inh	eIF4E-4G inh	L929 necroptosis
COc1ccc(-c2noc(C3CCCN(C(=O)c4ccccc4OC)C3)n2)cc1OC (stereo unspecified)	2.0	-13.7	-0.4	-3.9	-1.8	-0.401	-2.4	2.2[fluorescence artefact?]	0.0
O=C(c1cccs1)N1CCN=C1SCc1ccc(Cl)cc1	-13.2	17.8	0.1	0.1	-5.3	0.0789	11.8	-2.7	1.4
Cc1ccc2nc3c(nc2c1)-c1ccccc1C3=O	-10.2	10.0	1.0	-5.6	-20.6	-0.277	-3.4	-29.5	0.1
CCOC(=O)N1CCN(C(=O)c2ccc3c(=O)n(-c4ccc(OC)cc4)c(=S)[nH]c3c2)CC1	-12.5	2.7	0.8	-2.1	-16.8	-3.59*	-2.9	-8.3	-0.1
CCc1cc(-c2n[nH]c(C)c2-c2nc3ccccc3n2C)c(O)cc1O	-6.0	-23.7	1.3	-4.9	1.3	0.752	4.3	6.0	0.9
Cc1ccc(OCC(=O)N2CC(C)OC(C)C2)c([N+](=O)[O-])n1 (stereo unspecified)	1.1	-14.5	1.3	0.0	-3.3	1.22	-2.3	-2.4	4.3
O=[N+]([O-])c1ccc(COc2ccc(CNc3ccccc3)cc2)cc1	1.4	15.9	0.1	-0.9	-21.8	0.918	5.0	0.2[fluorescence artefact?]	.
COc1ccc(/C=N/NC(=O)CC(=O)NCc2cccnc2)c(OC)c1	-13.0	-2.1	0.1	0.8	-13.5	-0.72	.	-2.5[fluorescence artefact?]	0.0
CCC(=O)OCCNc1cc(Sc2nccn2C)c2nonc2c1[N+](=O)[O-]	-3.3	18.1	-0.1	-15.4	-14.6	-0.806	3.2	2.5	-1.1
Cc1cc(C)nc(NC2=NCC(=O)N2CCc2c[nH]c3ccccc23)n1	-30.1	-7.1	-0.8	-0.9	-8.7	.	5.1	-0.8	-0.1
Cc1nc(S(=O)(=O)Cc2ccccc2)nc2c1CCC2	0.2	13.7	0.8	2.3	-4.8	-0.0636	18.5	1.6	0.1
CC(=O)c1nn(-c2cccc(Br)c2)cc1C(=O)c1ccc(C)cc1	-9.0	-41.0	-0.2	1.4	-16.4	0.128	1.6	3.2	0.7
O=c1[nH]c(SCCOc2cccc3ccccc23)nc2ccccc12	-3.9	2.2	0.1	0.8	-3.2	0.495	21.6	1.8	3.3
CC1CN(c2ccc(NC(=S)Nc3ccc(N4CC(C)OC(C)C4)cc3)cc2)CC(C)O1 (stereo unspecified)	-10.4	19.7	-0.4	-0.9	-7.0	0.11	.	-1.7	-0.7
COC(=O)N(C)CCCC1(C)C(=O)N(C)c2ccc(O)cc21 (stereo unspecified)	-2.9	16.4	0.4	-0.4	-31.5	.	-9.1	2.5	2.8
Cc1nc2sc(C(c3ccco3)N3CCC(Cc4ccccc4)CC3)c(O)n2n1 (stereo unspecified)	-4.2	-36.5	0.4	-0.6	-3.0	-1.6	-6.5	-7.1	1.2
COc1ccc(-n2c(Cn3c(=O)sc4ccccc43)nnc2SCC(=O)N2CCCCC2)cc1	-4.2	-12.4	-0.2	-0.6	-15.5	-1.02	-1.9	0.5	-0.6
Cc1nc(S(=O)(=O)NC2CCCCC2)c(C#N)c(C)c1Cl	-9.2	-12.4	-1.2	-5.8	6.8	0.0525	.	-12.4[fluorescence artefact?]	0.7
CCOC(=O)C(C)Sc1nc2c(c(=O)[nH]c(=O)n2C)n1Cc1ccc(Cl)cc1 (stereo unspecified)	-8.6	4.5	-1.0	1.7	-10.9	-1.83	-3.5	-2.5	-0.3
Cc1ccc(C(=O)C2=C(O)C(=O)N(CCN3CCOCC3)C2c2ccccn2)o1 (stereo unspecified)	0.9	-28.9	1.2	-0.1	-7.1	.	-0.9	-0.1	1.6
O=c1c(C/C=C/c2ccccc2)c(O)ccn1Cc1ccc(Cl)cc1Cl	-3.0	-17.4	1.9	0.9	19.9	-0.00809	8.2	1.4	0.9
Cc1ccccc1Nc1nc(N)nc(COC(=O)c2ccc(S(=O)(=O)N(C)C)cc2)n1	-4.6	14.7	0.8	0.2	-3.1	-0.854	.	1.5	-0.2
COc1cc(/C=C(/C(=O)c2cccs2)c2nc3ccccc3[nH]2)ccc1O	-4.1	15.7	-0.4	-4.1	-3.0	-1.31	-1.0	-0.2	0.9
COc1cccc(-c2nc(-c3ccc4c(c3)-c3ccccc3S4(=O)=O)c(-c3ccccc3)[nH]2)c1OC	-19.7	-278.8	-1.1	-2.7	-0.6	0.982	-0.2	0.6[fluorescence artefact?]	0.8
CCOc1ccc(S(=O)(=O)NCCCN2CCOCC2)cc1	-4.6	-31.3	-1.4	-0.2	5.2	.	1.7	1.5	0.5

Profiles, quoted from the list. Order of screens: EBV gp42 inh	m-calpain inh	PERK inh	TNF death inh	MDM2 E3 inh	Cl transport mod	Rad51 HR inh	eIF4E-4G inh	L929 necroptosis
COc1cccc(-c2nc(-c3ccc4c(c3)-c3ccccc3S4(=O)=O)c(-c3ccccc3)[nH]2)c1OC as listed: -19.7	-278.8	-1.1	-2.7	-0.6	0.982	-0.2	0.6[fluorescence artefact?]	0.8
CCOc1ccc(S(=O)(=O)NCCCN2CCOCC2)cc1 as listed: -4.6	-31.3	-1.4	-0.2	5.2	.	1.7	1.5	0.5
COc1ccc(-c2noc(C3CCCN(C(=O)c4ccccc4OC)C3)n2)cc1OC (stereo unspecified) as listed: 2.0	-13.7	-0.4	-3.9	-1.8	-0.401	-2.4	2.2[fluorescence artefact?]	0.0

More structures:
SMILES	EBV gp42 inh	m-calpain inh	PERK inh	TNF death inh	MDM2 E3 inh	Cl transport mod	Rad51 HR inh	eIF4E-4G inh	L929 necroptosis
NS(=O)(=O)c1ccc(NC(=O)CSc2nc3ccccc3[nH]2)cc1	-10.8	-22.7	0.4	3.8	7.1	0.997	-8.7	-2.9	1.1
Cc1ccc2nc(NS(C)(=O)=O)sc2c1	-17.3	-8.9	0.4	1.6	18.9	2.62	27.4	3.0	9.7
COc1ccc(CC(=O)Nc2ccc3c(c2)OCO3)cc1S(=O)(=O)N1CCOCC1	-8.7	-23.1	0.5	-0.5	2.9	0.441	2.8	3.7	0.4
O=C(NCCc1ccccc1)Nc1cccc(Cl)c1	-0.2	0.6	1.7	7.2	4.7	-1.51	15.1	1.1	1.8
CCN(CC)C(=O)C1=C(C)NC(=O)NC1c1ccccc1F (stereo unspecified)	9.9	-9.2	1.8	-1.6	-1.5	-0.0657	-1.6	13.3	0.3
COC(=O)C(NC(=O)c1ccccc1Cl)(Nc1ncc(S(=O)(=O)c2ccc([N+](=O)[O-])cc2)s1)C(F)(F)F (stereo unspecified)	-5.8	-95.8	-0.6	1.0	-11.5	0.329	0.4	-2.5	-0.7
Cc1cccc(-c2nc3sc(C)cc3c(=O)o2)c1	-19.4	-68.6	0.8	-0.7	-1.0	0.196	-5.0	1.8	3.7
O=C(O)CCNC(=O)C12CC3CC(CC(C3)C1)C2	-9.4	5.4	0.9	0.8	-4.3	-0.468	12.4	3.3	0.6
O=C(CC1Oc2ccccc2NC1=O)NCCCN1CCN(Cc2ccccc2)CC1 (stereo unspecified)	-2.4	-22.8	0.9	0.6	-3.1	0.379	1.0	-2.2[fluorescence artefact?]	0.5
O=C(Cn1cnc2ccccc21)Nc1ccc(SC(F)F)cc1	-2.1	33.8	0.0	-8.6	-19.6	0.0503	16.6	-3.7	0.9
O=C1CCN(Cc2ccccc2)CCN1CCO	-4.4	-5.8	.	0.8	-7.8	1.85	5.7	-3.0	0.7
C=CCOc1cccc(C(=O)N2CCCC(CNS(=O)(=O)c3cccs3)C2)c1 (stereo unspecified)	-8.1	10.8	0.0	1.4	-11.0	-0.554	17.6	1.5	-2.0
Cc1ccc(S(=O)(=O)N2CCOCC2)cc1N/N=C(\C#N)c1nc2ccccc2[nH]1	-9.0	4.2	-1.1	4.8	-14.7	-0.696	-2.6	-0.7	0.6
COc1ccc(/C=C2\Sc3ccc(C(=O)NCc4cccnc4)cc3N(C)C2=O)cc1OC	7.4	42.1	-0.1	-2.3	-5.0	-0.707	5.0	1.4	13.5
COc1ccc(CCN(Cc2cc3ccc(C)cc3[nH]c2=O)C(C)=O)cc1OC	-6.0	-26.6	-0.8	1.9	-9.1	-2.59	-23.4	1.9	0.0
Cc1ccc(Cn2c(SCC(=O)N3CC(=O)Nc4ccccc43)nc3ccccc3c2=O)cc1	-26.5	-82.7	-1.8	4.1	-8.2	3.4	-3.1	-1.2	1.8
N#CC1=C(Nc2ccccc2)SC=C(c2ccc(Br)cc2)N=C1N1CCOCC1	-25.6	1.1	0.3	-2.5	-3.1	.	-1.7	8.3	-0.2
Nc1c(Cl)ncnc1N/N=C/c1ccc2ccccc2n1	4.0	11.7	-0.1	-6.7	41.2*	0.819	.	-1.9	36.1
O=C(Nn1c(-c2ccc(Br)cc2)nc2ccccc2c1=O)c1ccc([N+](=O)[O-])cc1	-13.0	-7.0	0.4	1.2	1.3	-0.568	-4.1	-1.4[fluorescence artefact?]	0.4
CCOC(=O)c1c(NC(=O)CN2CCOCC2)sc2c1CCCC2	-3.1	-24.5	-0.3	0.8	13.4	-1.34	6.7	-1.4	9.1
CC1(C)CC(=O)C(C2C3=C(CC(C)(C)CC3=O)Oc3ccc4ccccc4c32)C(=O)C1 (stereo unspecified)	1.9	-10.0	1.0	-2.1	-4.5	-0.00148	.	-3.4	4.5
COc1cc2c(cc1/C=C1/NC(=O)N(c3ccccc3)C1=O)OCO2	-9.8	-12.9	0.3	2.5	-5.3	0.747	.	1.2	0.0
O=C(CCN1C(=O)/C(=C/c2cccs2)SC1=S)Nc1ccccn1	-5.3	-15.1	0.0	-0.9	-13.1	0.304	-51.0	1.9	3.1
CC1CCc2c(sc(NC(=O)CSc3nc4c(c(C(F)(F)F)n3)CCc3ccccc3-4)c2C(N)=O)C1 (stereo unspecified)	-1.5	-28.3	0.7	0.4	-26.4	0.0538	-8.3	-2.0	-0.6
[O-][n+]1onc2c1CCc1nnc(-c3ccccc3)cc1-2	-21.1	12.5	-0.3	-3.3	-8.3	-0.41	4.5	-0.2[fluorescence artefact?]	0.5

2 compounds from above, reduced to PERK inh and m-calpain inh:
smiles	PERK inh	m-calpain inh
COC(=O)C(NC(=O)c1ccccc1Cl)(Nc1ncc(S(=O)(=O)c2ccc([N+](=O)[O-])cc2)s1)C(F)(F)F (stereo unspecified)	-0.6	-95.8
COc1ccc(CCN(Cc2cc3ccc(C)cc3[nH]c2=O)C(C)=O)cc1OC	-0.8	-26.6
